Bioassay records from PubChem BioAssay.
TDP43 rescue: rescues yeast growth from TDP-43 toxicity. TDP-43 expressing yeast growth rescue, BacTiter-Glo, 24 h. AID 652104. 410,000 tested, 1.8% active. Potency, µM (series often up to 46.1 µM), for inactives: top-dose growth rescue (activation), actives largely listed as activators; further: potency means the concentration at half of the fitted maximal effect; % of control where 0% means no effect; nearly all actives have a fitted effect of over 50% in size
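Cell-based yeast growth screen: TDP-43 expression induced in galactose, inoculum OD600=0.02 after raffinose pregrowth to mid-log. Read-out BacTiter-Glo luminescence at 24 hr, 30 deg C; inhibition of toxicity seen as signal increase.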
aSyn yeast inh: inhibitors of alpha-synuclein toxicity in yeast; Yeast expressing alpha-synuclein, growth rescue, BacTiter-Glo, 24 h; Potency, µM (highest dose often 46.1 µM), inactives show top-dose growth rescue (activation), most hits filed as activators; 370,000 tested, 0.14% active; further: potency means the concentration at half of the fitted maximal effect; % of control where 0% means no effect; nearly all actives have a fitted effect of over 65% in size
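Readout is rescue of growth in alpha-synuclein-expressing yeast, so inhibitors of toxicity appear as activators. Growth after 24 hr at 30 deg C in galactose medium is quantified by luminescence.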
KB-V1 MDR tox: KB-V1 MDR subline cytotoxicity | KB-V1 MDR cells viability, CellTiter-Glo, 72 h | Potency, µM (titrated, usually from 46.1 µM), without a hit: at the top dose activity change, negative = cytotoxicity, most hits filed as cytotoxic | 400,000 tested, 3.4% active; further: potency means the concentration at half of the fitted maximal effect; on the % scale 0 is the no-effect control and ±100 the full control effect; nearly all actives have a fitted effect of over 60% in size
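Cytotoxicity via CellTiter-Glo luminescence after 72 h compound exposure at 37 degrees C. Cells: drug-selected KB-V1 line, DMEM phenol-red free plus 10% FBS. Compounds tested at multiple concentrations; normalized data fitted to concentration-effect curves.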
GLP1R ag: GLP-1 receptor (human) agonism | P43220 | HEK293 GLP-1R CRE-luciferase, luminescence, 4-6 h; cells express a hypersensitive GLP-1R form | Potency, µM (titrated, usually from 45.6 µM), inactives show top-dose activation, actives largely listed as activators | 380,000 tested, 0.007% active; further: potency means the concentration at half of the fitted maximal effect; % of control where 0% means no effect
Target sequence (P43220 whole entry, looked up): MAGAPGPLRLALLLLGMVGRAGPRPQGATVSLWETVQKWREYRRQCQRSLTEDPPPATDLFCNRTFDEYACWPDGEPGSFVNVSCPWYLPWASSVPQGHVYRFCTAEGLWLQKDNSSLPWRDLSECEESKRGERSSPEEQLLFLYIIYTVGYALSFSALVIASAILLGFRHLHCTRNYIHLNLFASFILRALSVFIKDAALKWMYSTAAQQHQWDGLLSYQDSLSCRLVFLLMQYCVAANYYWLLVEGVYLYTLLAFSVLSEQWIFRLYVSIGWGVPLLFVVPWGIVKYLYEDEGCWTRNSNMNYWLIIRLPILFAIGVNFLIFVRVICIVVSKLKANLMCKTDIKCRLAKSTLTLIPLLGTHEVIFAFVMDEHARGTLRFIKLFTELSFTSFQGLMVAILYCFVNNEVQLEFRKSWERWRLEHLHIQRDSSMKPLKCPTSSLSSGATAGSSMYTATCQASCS
HEK293 tox: cytotoxicity in counter-screen for GLP-1R inverse agonists. 410,000 tested, 0.13% active. HEK293 cAMP-luciferase reporter cells, luminescence, 24 h. AID 624418. Potency, µM (titrated, usually from 38.3 µM), for inactives: at the top dose activity change, negative = inhibition, actives largely listed as inhibitors;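 further: loss of luciferase light is scored as toxicity; potency means the concentration at half of the fitted maximal effect; on the % scale 0 is the no-effect control and ±100 the full control effect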
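A 23 nL compound transfer followed 12 hours of cell culture at 37 deg C; exposure then lasted 24 hr. Luciferase assay detection reagent was dispensed and plates read for luminescence after a 12 min room-temperature wait.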
GLP-1R inv ag: acts as inverse agonist at human GLP-1 receptor | P43220 | HEK293 GLP-1R CRE-luciferase, luminescence, 24 h; GLP-1R form is constitutively active | Potency, µM (titrated, usually from 38.3 µM), without a hit: at the highest dose activity change, negative = inhibition, usual class: inhibitors | 410,000 tested, 1.6% active | AID 624417; further: potency means the concentration at half of the fitted maximal effect; on the % scale 0 is the no-effect control and ±100 the full control effect; nearly all actives have a fitted effect of over 55% in size
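GLP-1R inverse agonism mode: basal reporter luminescence in engineered HEK293 cells measured after one day of compound exposure at 37 deg C, with a 12 min room-temperature detection step.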
D3 ag: D3 dopamine receptor (human) agonism. max activation, %. P35462. D3R DiscoveRx beta-arrestin cells, luminescence, 90 min. 410,000 tested, 0.58% active. AID 652048; in the data active means max activation above about 30%; further: 0% is about no effect; mostly tested at two doses, the higher about 12 µM
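Cells at 1500/well, incubated overnight, then treated with pinned compounds (dopamine as control) for 90 min at 37 degrees C. DiscoveRx reagent added for 30 - 60 minutes at room temperature; luminescence read.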
PTHR1 agonist: PTHR1 (human) receptor agonism; 410,000 tested, 0.075% active; HEK293 GP2 PTHR1 cells, GloSensor cAMP luminescence, 1 h; Potency, µM (titrated, usually from 115 µM), for the others: top-dose activation, usual class: activators; AID 743266; Q03431; further: potency means the concentration at half of the fitted maximal effect; nearly all actives have a fitted effect of over 55% in size; some results filed as inactive show a strong effect at the top dose; inactives centre near -15; many of its hits are not listed in these tables
Target sequence (Q03431 whole entry, looked up): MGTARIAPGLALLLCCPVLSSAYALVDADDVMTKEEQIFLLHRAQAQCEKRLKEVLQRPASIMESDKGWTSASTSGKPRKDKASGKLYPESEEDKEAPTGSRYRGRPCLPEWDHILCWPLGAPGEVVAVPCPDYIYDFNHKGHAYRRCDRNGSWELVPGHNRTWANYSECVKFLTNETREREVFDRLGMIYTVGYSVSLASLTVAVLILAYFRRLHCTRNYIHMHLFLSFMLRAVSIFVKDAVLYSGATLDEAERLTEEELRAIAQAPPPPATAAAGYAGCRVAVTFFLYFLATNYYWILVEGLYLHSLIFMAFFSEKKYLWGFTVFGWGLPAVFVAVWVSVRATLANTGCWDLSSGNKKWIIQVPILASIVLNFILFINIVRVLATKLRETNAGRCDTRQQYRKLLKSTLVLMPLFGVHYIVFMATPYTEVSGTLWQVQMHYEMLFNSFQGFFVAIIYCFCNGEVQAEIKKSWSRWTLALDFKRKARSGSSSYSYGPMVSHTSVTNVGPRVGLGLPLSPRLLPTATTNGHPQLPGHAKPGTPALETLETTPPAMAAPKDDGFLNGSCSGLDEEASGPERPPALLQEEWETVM
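HEK-293-derived GP2 cells expressing PTHR1 and a GloSensor cAMP reporter, 3,000/well, plated overnight, given luciferin plus IBMX (each 0.5 mM as added) for 1 h at 37 °C, then compound for 1 h at 37 °C. Luminescence was read after 15 min at room temperature.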
DRD3 antagonist: blocks the human D3 dopamine receptor; P35462; 360,000 tested, 2.5% active; max response, negative = inhibition, %; D3R cells, DiscoveRx beta-arrestin luminescence, antagonist mode; hits give low values; in the data active means max response below about -50%; inconclusive means no clear call, values can overlap the other calls; further: on the % scale 0 is the no-effect control and ±100 the full control effect; mostly tested at two doses, the higher about 12 µM
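Cells expressing the human receptor were seeded at 1500 cells/well, incubated overnight at 37 degrees C in 5% CO2, then exposed to library compounds with dopamine controls for 90 minutes at 37 degrees C before luminescent detection.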
* = called active by the depositor; i = inactive; ? = inconclusive; / = no result given; [ ] = another dose, or the depositor's remark. Unless noted, the call rests on the fitted dose curve; in most records, active means well fitted curve in the direction sought with a large enough effect; inconclusive means small, poorly fitted or top-dose-only effect, or another doubt; inactive means no such curve, though single readings can be large; an effect the other way counts as inactive or inconclusive. Only part of the results is shown. The share of hits here may be higher or lower than overall.

SMILES	TDP43 rescue	aSyn yeast inh	KB-V1 MDR tox	GLP1R ag	HEK293 tox	GLP-1R inv ag	D3 ag	PTHR1 agonist	DRD3 antagonist
CCCNC(=O)c1ccc(N2CCC3(CC2)CC(c2ccccc2)=NO3)c(NC(=O)c2ccc(Br)cc2)c1	13%	-1%	?	-1%	4%	11%	2	-12%	44
CC(C)c1ccc(C(=O)Nc2ccc(N3CCOCC3)cc2)cc1	21%	4%	-13%	-1%	-23%	-44%	-1	-13%	0
CN1CCCC1(C)C(=O)Nc1ccc(-n2cccc2)cc1 (stereo not drawn)	18%	4%	9%	11%	5%	?	12	i	2
Cc1ccc(-n2c(C)cc(C)c(C#N)c2=O)cc1	-4%	6%	2%	1%	73%[activator]	7%	-12	-5%[57.5 µM]	?
O=C(CCc1nc2ccccc2c(=O)[nH]1)Nc1ccc(F)c([N+](=O)[O-])c1	0%	-7%	-11%	-1%	8%[7.66 µM]	-2%[7.66 µM]	2	?	13
CCOC(=O)CSc1nc(N)c(C#N)c(CC(C)C)c1C#N	?	-2%	-4%	3%	2%	-1%	7	i	12
CCOC(=O)c1cc(C(C)(C)C)nc(SC)c1C#N	-5%	2%	3%	17%	4%	-30%	0	-9%	2
Cc1ccc(C(=O)N/N=C\c2ccc(OC(=O)c3cccs3)cc2)cn1	7%	2%	-8%	5%	6%	5%	-3	i	15
O=c1[nH]c2cc(Cl)cc(Cl)c2[nH]c1=O	-7%	-7%	-21%	6%	0%	41%	6	-7%[57.5 µM]	-21
CCOc1ccc(NC(=O)Cn2ccn(-c3ccc(F)c(F)c3)c(=O)c2=O)cc1	2%	/	/	/	0%	6%	-14	3%	/
CCCN(Cc1ccccc1)C(=S)Nc1ccc(F)cc1	18µM*	-3%	1%	8%	-11%	?	-2	i	7
CCOC(=O)c1c(NC(=O)CN2CCN(C(=O)c3ccco3)CC2)sc(C(N)=O)c1C	-23%	-4%	0%	-2%	1%	7%	-6	-24%	5

Part of the list above in order of formula weight, ascending:
SMILES	TDP43 rescue	aSyn yeast inh	KB-V1 MDR tox	GLP1R ag	HEK293 tox	GLP-1R inv ag	D3 ag	PTHR1 agonist	DRD3 antagonist
CCOC(=O)c1cc(C(C)(C)C)nc(SC)c1C#N	-5%	2%	3%	17%	4%	-30%	0	-9%	2
CC(C)c1ccc(C(=O)Nc2ccc(N3CCOCC3)cc2)cc1	21%	4%	-13%	-1%	-23%	-44%	-1	-13%	0
CCOC(=O)c1c(NC(=O)CN2CCN(C(=O)c3ccco3)CC2)sc(C(N)=O)c1C	-23%	-4%	0%	-2%	1%	7%	-6	-24%	5

The list continues:
SMILES	TDP43 rescue	aSyn yeast inh	KB-V1 MDR tox	GLP1R ag	HEK293 tox	GLP-1R inv ag	D3 ag	PTHR1 agonist	DRD3 antagonist
CC(C)COc1nc2c(c(=O)n(C)c(=O)n2C)n1C	21%	-1%	0%	19%	20%	23%	1	-25%	-4
CCc1c(C)nc2nncn2c1NCc1ccccc1	?	/	?	/	-4%	8%	10	-12%	/
O=C(O)c1ccc(/C=N/N2CCN(c3ccccc3)CC2)cc1	4%	0%	1%	-3%	-9%	7%	-2	-13%	5
CCOC(=O)Cn1c(=O)oc2cc(S(=O)(=O)Nc3ccc(N(CC)CC)cc3C)ccc21	12%	2%	-6%	-6%	0%	?	5	-52%[inhibitor]	3
CCCC(=O)OC1CC(C)N(C(=O)c2ccccc2)c2ccc(C)cc21 (stereo not drawn)	-25%	-8%	?	-1%	-5%	?	-8	-17%[57.5 µM]	?
O=C(NCCc1ccc(Cl)cc1)c1nnc(Cc2ccc(Cl)cc2Cl)o1	0%	/	8%	/	-13%	3%	3	i	/
CCN(CC(=O)Nc1ccc(NC(C)=O)cc1)C(=O)CN1C(=O)NC2(CCCC2)C1=O	1%	2%	3%	-25%	-8%	1%	5	i	0
CCC1Sc2ccccc2N(CC(=O)NC2CCCC2)C1=O (stereo not drawn)	-5%	3%	-28%	1%	-6%	-19%	-23	-8%[57.5 µM]	-22
Cc1c(C(=O)Nc2ccccc2Br)oc2ccc(S(=O)(=O)N3CCOCC3)cc12	1%	/	/	/	7%	5%	-10	16%	/
CC(C)OC(=O)c1ccc(N2C(=O)C3CC=CCC3C2=O)cc1 (stereo not drawn)	11%	-1%	3%	-1%	-4%	-20%	-6	i	-3
CCNc1nc(Oc2ccc(C(=O)OC)cc2)nc(N2CCOCC2)n1	-29%	1%	7%	3%	17%	30%	-7	-17%	1
Cc1cc(C)nc(NS(=O)(=O)c2ccc(NC(=O)c3ccc4c(c3)OCO4)cc2)n1	-11%	-2%	7%	1%	10%	15%	-5	-5%[57.5 µM]	?
CCCN(CCC)C(=O)C1CC(=O)OC12CCCCC2 (stereo not drawn)	-22%	-6%	-17%	8%	0%	20%	2	-29%	0
Cc1cc(C)cc(C(=O)NCCC(=O)NCc2cc(=O)n(C)c(=O)n2C)c1	-7%	-2%	25%	5%	3%	0%	1	i	2
Cc1ccc(S(=O)(=O)c2cn(C)c3cc(N4CCN(c5ccccc5)CC4)c(F)cc3c2=O)cc1	16%	/	12%	/	-12%	6%	4	19%	/
O=Cc1s/c(=N\S(=O)(=O)c2ccccc2)n(CCCCl)c1Cl	?	6%	-1%	-5%	?	2.8µM*	-24	-23%	-120*
CCCNC(=O)C1(C)CCN(C(=O)c2cc(F)cc(F)c2)C1 (stereo not drawn)	-5%	-2%	-2%	-4%	2%	24%	-14	-4%	-1
CC(=O)c1ccc(N2Cc3ccccc3/C2=N\C(=O)Nc2ccccc2)cc1	2%	-1%	12%	-5%	-20%	26%	1	0%	-18
CCOc1ccc(NC(=O)CCN2CCN(c3ccccc3OC)CC2)cc1	0%	6%	0%	2%	2%	-5%	-14	-1%	-91*
O=C(CSc1nnc(CNC(=O)c2ccccc2)n1-c1cccc(Cl)c1)Nc1ccccc1F	8%	/	4%	/	3%	6%	-17	24%	/
O=C(CCNC(=O)c1ccccc1Cl)NCc1ccncc1	20%	-1%	2%	-13%	3%	2%	3	-3%	-1
COc1ccccc1-c1cc(C(=O)Nc2ccccc2C(F)(F)F)no1	13%	/	?	/	7%	4%	12	i	/
CN(Cc1ccco1)C(=O)Cn1ncc2c([nH]c3ccccc32)c1=O	6%	-3%	15%	10%	-8%	-1%	-3	-10%	1
COc1ccccc1NC(=O)Nc1cc(C(C)(C)C)nn1C	7%	1%	-6%	2%	3%	-29%	-5	-14%	9
COc1ccc(CC(=O)Nc2ccc(-c3nc4ccccc4s3)c(C)c2)cc1	23%	/	12%	/	4%	7%	26	i	/
CCOc1cc(NC(=O)C2CCCCC2)c(OCC)cc1NC(=O)c1ccccn1	-12%[0.397 µM]	-1%	-5%	9%	-3%	?	49*	-7%	17
CCNC(=O)C1CCCN1S(=O)(=O)c1ccc2ccccc2c1 (stereo not drawn)	11%	-5%	2%	-3%	3%	1%	-9	-22%	6
CCC(C)c1ccc(NC(=O)COC(=O)C2CCCC2)cc1 (stereo not drawn)	21%	-8%	/	-1%	-8%	18%	-8	i	19
CCOC(=O)C1CCN(C(=O)CN(c2cccc(C(F)(F)F)c2)S(C)(=O)=O)CC1	-1%	-7%	-4%	-2%	8%	-4%	1	-7%	14
Cc1ccc(NC(=O)CSc2nnc(NC(=O)C3CC3)s2)cc1C	9%	-8%	-24%	5%	1%	-9%	-12	i	-22
CC(C)(C)c1ccc(OCC(=O)NCC(c2cccs2)N2CCOCC2)cc1 (stereo not drawn)	3%	3%	-19%	23%	-9%	?	-9	-6%	4
NC(=O)C1(N2CCCCC2)CCN(Cc2ccc(F)cc2)CC1	-14%	-6%	11%	-16%	3%	-8%	-28	-9%[57.5 µM]	-88*
CS(=O)(=O)c1ccc(C(=O)Nc2ccc(N3CCCCC3)cc2)c(Cl)c1	?	0%	-18%	3%	0%	4%	-5	i	-7
COc1ccc(N2C(=O)N(Cc3ccc(C)cc3)c3ccccc3S2(=O)=O)cc1	16%	8%	-11%	-6%	-2%	?	-3	-25%	-28
Cc1ccc(O)c(NC(=O)c2cc(C)no2)c1	6%	4%	15%	14%	-9%	24%	-2	i	-21
CCOc1ccc(C(=O)Nc2nc(C)c(C(=O)OC)s2)cc1	-8%	-9%	-9%	7%	-12%	6%	8	-12%	2
Cc1ccc(CNC(=O)Nc2cccc(C)c2)cc1	10%	5%	22%	23%	-11%	-16%	2	-14%	25
O=C(OCCCN1CCOCC1)c1ccc(O)c(O)c1	1%	0%	-3%	-3%	1%	6%	3	i	10
Cc1ccc(NC(=O)C2CCCN2C(=O)NC2CCCCC2)cc1F (stereo not drawn)	-11%	1%	12%	7%	22%	58%[activator]	-2	i	-10
Cc1ccc(CNC(=O)CN(Cc2ccccc2)S(C)(=O)=O)cc1	-2%	2%	5%	-2%	5%	-14%	0	-16%	2
O=C(CCCCn1c(=O)[nH]c2ccccc2c1=O)NCc1ccc2c(c1)OCO2	6%	-2%	-6%	2%	-7%	3%	3	-4%	1
CCOc1ccc(-c2oc3ccccc3c(=O)c2O)cc1OCC	-11%	/	-19%	/	57%[activator]	0%	4	i	/
Cc1ccc(C(=O)COc2ccccc2-c2ccccc2)cc1C	-2%	0%	-18%	1%	5%	4%	5	i	3
Cc1cccc(-n2cnc(C(=O)N3CCN(C)CC3)c2)n1	-10%	1%	-9%	0%	30%[activator]	20%	8	i	4
O=C(Nc1cccc(C(=O)N2CCN(c3ccccc3)CC2)c1)c1ccco1	26%	-5%	?	-17%	-1%	-16%	-1	-3%	-13
Cc1ccc(-c2nn(CC(=O)NCC3CCCO3)c(=O)c3ccccc23)cc1 (stereo not drawn)	-11%	6%	-72%	4%	-4%	4%	2	-1%[57.5 µM]	-3
O=C1CCc2cc(S(=O)(=O)N3CCC(C(=O)NC4CCCCCCC4)CC3)ccc2N1	10%	-9%	-8%	-5%	-11%	23%	-2	-15%	?
